Compound activity (PubChem)
L3MBTL1 block = inhibitors of human L3MBTL1. AID 485360. actives 0.66% (n = 230,000). AlphaScreen L3MBTL1–H3K9me1 peptide binding. Potency, µM (highest dose often 57.1 µM), for the others: at the highest dose activity, negative = inhibition, hits mostly inhibitors. Q9Y468; active = well fitted inhibition curve with a large enough effect; inconclusive = small, poorly fitted or top-dose-only effect; inactive = no such curve, though single readings can be large or run the other way; also: nearly all actives have a fitted effect of over 60% in size
Target sequence (Q9Y468 whole entry, looked up): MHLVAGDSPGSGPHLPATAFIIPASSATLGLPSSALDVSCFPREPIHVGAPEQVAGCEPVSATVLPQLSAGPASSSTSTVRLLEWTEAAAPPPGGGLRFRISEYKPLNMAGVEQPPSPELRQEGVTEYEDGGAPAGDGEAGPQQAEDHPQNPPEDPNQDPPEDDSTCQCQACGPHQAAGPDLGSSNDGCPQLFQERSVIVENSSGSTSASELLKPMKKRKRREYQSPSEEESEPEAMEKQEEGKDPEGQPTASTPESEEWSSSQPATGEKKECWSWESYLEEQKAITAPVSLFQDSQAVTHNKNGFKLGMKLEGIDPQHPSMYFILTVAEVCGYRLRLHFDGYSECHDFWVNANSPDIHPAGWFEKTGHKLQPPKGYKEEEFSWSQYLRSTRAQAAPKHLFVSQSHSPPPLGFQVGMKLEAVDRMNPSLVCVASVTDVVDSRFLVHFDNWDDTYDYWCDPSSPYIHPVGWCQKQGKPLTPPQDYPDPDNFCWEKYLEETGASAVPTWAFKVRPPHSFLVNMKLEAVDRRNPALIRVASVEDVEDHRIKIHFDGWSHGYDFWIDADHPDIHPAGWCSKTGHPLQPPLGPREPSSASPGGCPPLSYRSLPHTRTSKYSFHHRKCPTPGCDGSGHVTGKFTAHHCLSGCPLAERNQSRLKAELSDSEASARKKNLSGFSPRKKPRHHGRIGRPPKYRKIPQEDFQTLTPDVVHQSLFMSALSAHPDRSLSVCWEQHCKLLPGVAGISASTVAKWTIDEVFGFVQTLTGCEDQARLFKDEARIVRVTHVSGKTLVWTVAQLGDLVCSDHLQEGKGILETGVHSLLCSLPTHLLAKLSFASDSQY
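L3MBTL1 (50 nM) pre-complexed 30 min with biotinylated H3(1-15)K9me1 peptide (75 nM), then compounds added for 30 min at room temperature; AlphaScreen streptavidin donor/nickel chelate acceptor beads (10 ug/mL final) read after 30 min dark incubation.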
* hit, by the source's call; ? = inconclusive; [ ] = another dose, or the depositor's remark. % is scaled to controls: 0 for no effect and ±100 for the full control effect; potency is read from the fitted curve at half-maximal effect.

molecule	L3MBTL1 block
COc1cc([C@@H]2CC=C(C(=O)O)[C@H](c3ccc(C)cc3)N2S(=O)(=O)c2ccc(C)cc2)cc(OC)c1OC	6%
COc1ccc(C(=O)C(C)OC(=O)CNC(=O)C2CCCCC2)cc1 (configuration not stated)	-1%
CN(CC(=O)NCCc1ccc(F)cc1)CC(=O)Nc1ccc(F)c(F)c1F	9%
O=C(NCCC1CCCCN1S(=O)(=O)c1cccs1)C(=O)Nc1ccc(F)cc1 (configuration not stated)	-5%
COc1ccc(NC(=O)CN(C)CC(=O)c2c(C)[nH]c3ccccc23)cc1	-4%
CC(C)(C)C(=O)Nc1ccc(C(=O)COC(=O)C2CC2)cc1	-5%
O=C(CCN1C(=O)c2cccc([N+](=O)[O-])c2C1=O)NC1CCCCCC1	7%
CCCc1cc(=O)[nH]c(SCC(=O)NCCN2C(=O)CSC2=O)n1	-5%
CCOc1c(Cl)cc(CNc2nnnn2C)cc1OC	2%
COc1ccc(S(=O)(=O)N2CCOCC2)cc1NC(=O)CCCOc1ccccc1	-4%
CCCCN(C(=O)c1ccc([N+](=O)[O-])o1)c1c(N)n(CCCC)c(=O)[nH]c1=O	11%
COc1cc(CNCc2cc(OC)c(OC)c(OC)c2)cc(OC)c1	9%
Cc1ccc(NC(=O)c2cnn(-c3ccccc3)c2C)cc1	10%[2.29 µM]
Cc1ccc(C(=O)Nc2ccc(S(=O)(=O)NC3=NCCCCC3)cc2)c(C)c1	6%
CCN(CC)S(=O)(=O)c1ccc(=O)n(CC(=O)N2Cc3ccccc3CC2C(N)=O)c1 (configuration not stated)	5%
COc1cc(CN2CCCCC2)ccc1OCc1ccccc1	-3%
O=C(O)c1cccc2c1C(=O)N(Cc1ccccc1)C2	-8%
CC(=O)c1c(C)[nH]c(C(=O)OCC(=O)N2CCN(S(=O)(=O)c3ccc(C)cc3)CC2)c1C	1%
COC(=O)c1cn(CCC#N)nc1-c1ccc2ccccc2c1	0%
O=C(CCNC(=O)c1ccccc1)NCCCc1ccccc1	0%

2 compounds drawn at random from the list so far, as already listed:
molecule	L3MBTL1 block
Cc1ccc(NC(=O)c2cnn(-c3ccccc3)c2C)cc1	10%[2.29 µM]
COc1ccc(NC(=O)CN(C)CC(=O)c2c(C)[nH]c3ccccc23)cc1	-4%

A draw from above in order of number of heavy atoms, descending:
molecule	L3MBTL1 block
COc1cc([C@@H]2CC=C(C(=O)O)[C@H](c3ccc(C)cc3)N2S(=O)(=O)c2ccc(C)cc2)cc(OC)c1OC	6%
CC(=O)c1c(C)[nH]c(C(=O)OCC(=O)N2CCN(S(=O)(=O)c3ccc(C)cc3)CC2)c1C	1%
COc1ccc(S(=O)(=O)N2CCOCC2)cc1NC(=O)CCCOc1ccccc1	-4%
Cc1ccc(C(=O)Nc2ccc(S(=O)(=O)NC3=NCCCCC3)cc2)c(C)c1	6%
COc1ccc(NC(=O)CN(C)CC(=O)c2c(C)[nH]c3ccccc23)cc1	-4%
O=C(CCN1C(=O)c2cccc([N+](=O)[O-])c2C1=O)NC1CCCCCC1	7%
COc1ccc(C(=O)C(C)OC(=O)CNC(=O)C2CCCCC2)cc1 (configuration not stated)	-1%

Next results
molecule	L3MBTL1 block
CC(=O)Nc1ccc(NC(=O)c2ccccc2N(C)S(=O)(=O)c2ccccc2)cc1	3%[2.29 µM]
CCSc1ccc([C@@H]2[C@@H]3C(=O)N(C)C(=O)[C@@H]3[C@]3(C(=O)OC)CCCCN23)cc1OC	27%
CCCCCCCNC(=O)C1(CC2CC(c3cccc(Br)c3)=NO2)CCN(C(=O)c2cc(OCC)c(OCC)c(OCC)c2)CC1 (configuration not stated)	-1%
O=C(COC(=O)C1(c2ccc(F)cc2)CCCC1)N1CCNC1=O	3%
Cc1ccc(/C=N/n2c(-c3ccccc3)n[nH]c2=S)cc1	-9%
CC(OC(=O)c1ccc(NC(=O)CC#N)cc1)C(=O)Nc1ccc2c(c1)OCCO2 (configuration not stated)	-1%
COc1ccc(N2CCN(C(=O)c3ccc(S(=O)(=O)NCc4ccco4)cc3)CC2)cc1	-3%
Cc1cc(C)c2c(n1)SCC(=O)N2CC(=O)Nc1cc(F)ccc1F	4%
CN(C)c1ccc(Nc2ncnc3ccc(Br)cc23)cc1	-27%
COc1cc(-c2nnc(NC(=O)CS(=O)(=O)c3ccc(F)cc3)o2)cc(OC)c1OC	-29%
COc1ccc(OCc2nnc(SCC(=O)NCC3CCCO3)n2N)cc1 (configuration not stated)	2%
O=C(NCC1CCCO1)c1ccccc1NS(=O)(=O)c1cc([N+](=O)[O-])ccc1Cl (configuration not stated)	4%
CSc1ncc(Cl)c(C(=O)Nc2ccccc2[N+](=O)[O-])n1	8%
Nc1nccnc1C(=O)OCC(=O)NCCc1ccc(S(N)(=O)=O)cc1	-22%
COc1ccc(C(=O)Nc2cccc3nc(C)ccc23)c(OC)c1	-2%
COc1cccc(CN(C)C(=O)C2CSC3(C)CCC(=O)N23)c1OC (configuration not stated)	3%
CN(C(=O)CSc1nnc(COc2ccccc2F)n1N)C1CCS(=O)(=O)C1 (configuration not stated)	0%
COc1cc(-c2c(-c3ccsc3)sc3ccccc23)cc(OC)c1OC	5%
CCOC(=O)CNC(=O)N1CCc2ccc(NC(=O)c3ccccc3OC)cc2C1	7%
O=C1NC(c2ccc(Cl)cc2Cl)Oc2ccccc21 (configuration not stated)	-15%

Two of the compounds above, with values ahead of the structure.
L3MBTL1 block,molecule
5%,CCN(CC)S(=O)(=O)c1ccc(=O)n(CC(=O)N2Cc3ccccc3CC2C(N)=O)c1 (configuration not stated)
-3%,COc1cc(CN2CCCCC2)ccc1OCc1ccccc1

Continuation:
molecule	L3MBTL1 block
O=C(CN1CCCCC1)c1c[nH]c2ccccc12	29%
Cc1ccc(C)c(N2CCN(C(=O)CCc3nc(-c4ccccc4)no3)CC2)c1	12%
CC[C@]12c3[nH]c4cc(-c5ccco5)ccc4c3CCN1C(=O)[C@@H](CC(=O)NCCc1ccccn1)C[C@@H]2C(=O)N1CCN(C(=O)C2CC2)CC1	-6%
CC(=O)c1cccc(NC(=O)CN2CCN(S(=O)(=O)/C=C/c3ccccc3)CC2)c1	1%
COc1ccc(NC(=O)Nc2ccc3c(c2)C(=O)N([C@@H](C)CO)C[C@@H](C)[C@@H](CN(C)CC2CCCCC2)O3)cc1	-1%
O=C(NN=Cc1ccccc1OC(F)F)c1ccc(NS(=O)(=O)c2cccs2)cc1	-1%
CCc1ccc(-c2nc(SCC(=O)c3c(N)n(C4CC4)c(=O)[nH]c3=O)n[nH]2)cc1	0%
COc1ccc(CC(=O)OCC(=O)NC2CCCCCC2)cc1OC	1%
C=CCn1c(SCC(=O)N2CC(C)OC(C)C2)nnc1-c1ccncc1 (configuration not stated)	0%
COc1cc2c(cc1OC)CN(C(=O)Cn1ccccc1=O)CC2	?
CCOC(=O)N1CCN(C(=O)COC(=O)CNC(=O)c2ccc(Cl)cc2Cl)CC1	5%
O=C(Cc1cccc(C(F)(F)F)c1)Nc1ccc(S(=O)(=O)N2CCCC2)cc1	4%
O=C1NCCOC(=O)[C@H](Cc2ccc(F)cc2)CC/C=C/C[C@@H]1CC(=O)N(CCO)Cc1ccccc1	6%
CCOC(=O)C1=C(CCl)NC(=O)NC1c1ccc2c(c1)OCO2 (configuration not stated)	3%[2.29 µM]
Cc1ccc(S(=O)(=O)N2CCN(C(=O)COC(=O)c3cncc(Br)c3)CC2)c(C)c1	-2%
Cc1ccc(S(=O)(=O)CCC(=O)OCc2cc(=O)oc3cc(C)ccc23)cc1	1%
O=C(Nc1cc(S(=O)(=O)N2CCCCCC2)ccc1OCC(F)(F)F)c1cnccn1	-8%
CC(Nc1c[nH]c(=O)[nH]c1=O)c1ccccc1 (configuration not stated)	2%
O=C(/C=C/Nc1ccc(F)c(Cl)c1)c1ccccc1	12%
COc1ccccc1CCC(=O)Nc1cc(S(=O)(=O)N2CCCCC2)ccc1N1CCN(C)CC1	3%

(more compounds)
molecule	L3MBTL1 block
CC(C(=O)Nc1ccc(Cl)cc1Cl)N1C(=O)NC2(CCCCCCC2)C1=O (configuration not stated)	4%
O=C(CCNC(=O)c1ccco1)NCc1ccc(C(=O)O)cc1	5%
Cc1c(C(=O)NCCCN2CCCC2=O)oc2c(Cl)cccc12	24%
CN(C)CCCNC(=O)C[C@H]1C[C@H](C(=O)N2CCOCC2)[C@@]2(CCC3CCCC3)c3[nH]c4cc(-c5ccco5)ccc4c3CCN2C1=O	-3%
O=C(Nc1ccc(S(=O)(=O)N2CCCCC2)cc1)c1ccc(=O)[nH]c1	-1%
Cc1ccc(S(=O)(=O)NC(=O)C2CCCCC2)cc1	4%
CCN1C(=O)[C@H]2[C@@H](c3ccc(-c4cccc(Cl)c4)c(OC)c3)N[C@@](Cc3ccccc3)(C(=O)OC)[C@H]2C1=O	-8%
CCC(=O)c1ccc(OCC(=O)Nc2cc(S(=O)(=O)N3CCCCC3)ccc2N2CCN(CC)CC2)cc1	-5%
COCCn1c(SCC(=O)N(C)c2c(N)n(Cc3ccccc3)c(=O)[nH]c2=O)nnc1-c1cccc(C)c1	-1%
O=C(NNC(=O)c1ccccc1Br)c1cnccn1	18%
COc1ccc(C(=O)N(C)Cc2nc3ccccc3c(=O)[nH]2)cc1S(=O)(=O)N1CCCC1	-7%
CC(C)(C)c1ccc(C(=O)N2CCN(C(=O)c3cccs3)CC2)cc1	0%
Cc1ccc(NC(=O)Cn2ccnc2)cc1C	-9%
O=C(COC(=O)c1ccc(O)cc1O)NC12CC3CC(CC(C3)C1)C2	-5%
O=S(=O)(c1ccc(F)cc1)N1CCN(Cc2nnc(-c3ccccc3)o2)CC1	2%
COC(=O)c1cccc(C(=O)N2CCC(CO)(CCc3ccccc3)CC2)c1	-5%
Cc1ccc(NC(=O)COC(=O)c2ccc3c(c2)OCCO3)cc1	-5%
CC(=O)Oc1ccc(-c2cccc(C(=O)N3CCCCC3)c2)cc1	3%
O=[N+]([O-])c1ccccc1/C=C/CN1CCSCC1	0%
CCOC(=O)C1(Cc2ccccc2C)CCCN(S(=O)(=O)CC)C1 (configuration not stated)	2%

Following part
molecule	L3MBTL1 block
CC1(c2ccc(Cl)cc2Cl)NC(=O)N(CC(=O)Nc2cccnc2Cl)C1=O (configuration not stated)	-4%
Cc1cc2[nH]c3ccccc3c2cn1	1%
Nc1c(N(Cc2ccccc2)C(=O)CCc2ccccc2)c(=O)[nH]c(=O)n1Cc1ccccc1	-1%
CCN(CC)S(=O)(=O)c1ccc(N2CC(C(=O)NCc3ccc4c(c3)OCO4)CC2=O)cc1 (configuration not stated)	-1%
C#CCOCCOCCOCCNc1nc(N2CCN(C(=O)[C@H](CCCCN)n3cc([C@@H](N)[C@H](C)CC)nn3)CC2)nc(N2CCN(C(=O)[C@H](CCC(=O)O)n3cc([C@@H](N)CCCCN)nn3)CC2)n1	3%
O=C(COC(=O)C1CCN(S(=O)(=O)c2ccc3c(c2)OCCO3)CC1)NC1CCS(=O)(=O)C1 (configuration not stated)	-7%
Clc1ccc(-c2ccc(CNCc3ccccn3)o2)cc1	?
O=C(O)c1cccc(-n2c(/C=C/c3ccc([N+](=O)[O-])cc3)nc3ccccc3c2=O)c1	-2%
Nc1ccc(Nc2nc3ccccc3[nH]2)cc1	-14%
COc1cccc(NC(=O)CN(C)C(=O)[C@@H]2CCCN2C(=O)c2cccs2)c1	6%
NC(=O)c1cc([N+](=O)[O-])ccc1NCc1cnccn1	-1%

This is a subset; the hit share may differ from the screen's.
